# Screening data deposited in PubChem BioAssay by several laboratories.
# CSM14.1 death rescue: rescue of cells from ER stress-induced death, primary screen, 384-well, CSM14.1, thapsigargin, ATP luminescence (AID 1222). CSM14.1 thapsigargin-induced death rescue, ATP luminescence; higher % means a stronger effect. cellular ATP content (survival), % at 20 µM; hits with a dose series show EC50 in µM. 190,000 tested, under 10 active;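 active means EC50 below 50 µM in the dose-response confirmation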;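 further: death triggered by thapsigargin at about 15 µM added after 2 h compound pretreatment; cell ATP read after overnight thapsigargin exposure of roughly 18 to 22 hours; normalized against plate controls of thapsigargin alone and 5% DMSO vehicle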
# LYP phosphatase: inhibitors of LYP phosphatase, biochemical, fluorescence intensity, uHTS (AID 1779); recombinant LYP phosphatase, fluorescence intensity; higher % means a stronger effect; inhibition, % at 11.5 µM; hits with a dose series show IC50 in µM; 290,000 tested, 0.054% active; in the data active means inhibition above about 50%;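 further: plate controls were vehicle with enzyme for no effect and no enzyme for full effect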
# MgcRacGAP inhibition: MgcRacGAP GTPase-activating activity inhibitors, confirmation, biochemical, ADP Hunter fluorescence; MgcRacGAP-stimulated Rac1 GTP hydrolysis, ADP Hunter fluorescence; higher % means a stronger effect; GST-tagged Rac1 F28L mutant substrate; 340,000 tested, 0.6% active; inhibition, % at 30 µM; hits with a dose series show IC50 in µM; Rac GTPase-activating protein 1 (Homo sapiens);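 active means first-screen hits whose inhibition reached a set limit at any dose in the follow-up dose series; inconclusive means inhibition above the set first-screen limit but never retested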;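 further: fluorescence reports GDP produced by GAP-driven GTP hydrolysis; strong numbers were not always called active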
# RSV CPE inhibition: RSV antiviral activity via CPE protection, HEp-2 cells, primary 10 µM value included (AID 2391). 310,000 tested, 0.13% active. HEp-2 cells, RSV-induced CPE inhibition; higher % means a stronger effect. CPE inhibition, % at 10 µM; hits with a dose series show IC50 in µM; in the data active means a potency from the dose series; inconclusive means CPE inhibition mostly from about 23% at the one dose, without a potency; inactive means the rest, 99 in 100 with CPE inhibition below about 21%; further: strong numbers were not always called active
# Salmonella PhoP GFP: inhibitors of PhoP regulon expression, primary screen, Salmonella Typhimurium, GFP reporter (AID 1863). 300,000 tested, 0.16% active. S. Typhimurium PhoP-regulated promoter GFP reporter, 4 h; higher % means a stronger effect. inhibition, % at 50 µM; hits with a dose series show IC50 in µM;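 active means inhibition over 29.93%, a cutoff 3 SD above the screen mean, later confirmed by dose response; inconclusive means inhibition over 29.93% but no dose response follow-up; inactive means inhibition at most 29.93% or unconfirmed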;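 further: 0% = low Mg2+ inducing control and 100% = high Mg2+ repressing control; strong numbers were not always called active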
# GPR35 antagonists: GPR35 antagonists blocking zaprinast-driven arrestin recruitment, primary screen, imaging, U2OS, beta-arrestin-GFP, zaprinast agonist (AID 2058); G-protein coupled receptor 35 (Homo sapiens); U2OS GPR35 beta-arrestin-GFP translocation imaging, zaprinast antagonism; higher % means a stronger effect; inhibition, % at 10 µM, or IC50 in µM where a hit was titrated; 290,000 tested, 0.052% active;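 active means inhibition of at least 50% with at least 30 cells and total cytoplasm GFP at most 10,000,000; inconclusive means under 30 cells or total GFP of 10,000,000 plus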
# West Nile virus CPE: West Nile virus antiviral activity, cell-based, CPE readout (AID 1621). CPE inhibition, % at 10 µM; hits with a dose series show IC50 in µM. West Nile virus-infected cells, CPE inhibition; higher % means a stronger effect. 290,000 tested, 0.02% active; in the data active means a potency from the dose series; inconclusive means CPE inhibition mostly from about 3.7% at the one dose, without a potency; inactive means the rest, 99 in 100 with CPE inhibition below about 2.2%; further: strong numbers were not always called active
# SV40 large T antigen: SV40 large T antigen inhibitors, biochemical (AID 1903). one-dose inhibition, % at 20 µM; IC50 in µM for titrated hits. 310,000 tested, 0.39% active. SV40 large T antigen ATPase/helicase inhibition assay; higher % means a stronger effect; in the data active means a potency from the dose series; inconclusive means inhibition mostly from about 32% at the one dose, without a potency; inactive means the rest, 99 in 100 with inhibition below about 32%; further: strong numbers were not always called active
# NS5 inhibitors: Dengue-2 NS5 methyltransferase inhibitors, primary screen, biochemical, confirmation dose response (AID 588689); Dengue-2 NS5 methyltransferase capping enzyme assay, biochemical; higher % means a stronger effect; inhibition, % at 25 µM; hits with a dose series show IC50 in µM; 340,000 tested, 0.3% active; in the data active means a potency from the dose series; inconclusive means inhibition above about 29% without an active follow-up result
# An asterisk follows results filed as active; ? = inconclusive; . = no result given.
SMILES,CSM14.1 death rescue,LYP phosphatase,MgcRacGAP inhibition,RSV CPE inhibition,Salmonella PhoP GFP,GPR35 antagonists,West Nile virus CPE,SV40 large T antigen,NS5 inhibitors
CCCCN(Cc1cc2cc(OC)ccc2[nH]c1=O)C(=O)c1ccco1,1.6%,-7.8%,5.0%,3.1%,-1.2%,2.3%,-0.2%,15.9%,1.4%
CCOc1ccc(NC(=O)C2CSC(c3ccncc3)=N2)cc1 (centres undefined),9.2%,1.5%,6.4%,0.8%,3.4%,-3.1%,0.1%,3.6%,0.0%
O=C(NCc1ccc2c(c1)OCO2)c1nc(S(=O)(=O)Cc2ccccc2)ncc1Cl,.,-7.2%,7.2%,3.1%,-1.9%,6.7%,-0.3%,11.8%,-84.7%
COc1cc(C(=O)NCCc2cn3ccc(C)cc3n2)cc(OC)c1OC,-0.7%,-8.1%,-1.3%,-0.4%,0.6%,-19.7%,-0.3%,0.8%,-6.9%
Cc1cc(NC(=O)CSc2nnc(CNC(=O)c3c(F)cccc3F)o2)no1,.,-10.4%,6.1%,-0.1%,0.8%,6.6%,-0.1%,-13.2%,0.7%
COc1ccc(C2C=C(c3ccccc3)Nc3nnnn32)cc1 (centres undefined),-2.0%,-5.8%,7.2%,3.7%,-6.6%,3.0%,-0.7%,-0.4%,?
CCCC1=[N+](CC(=O)c2ccccc2)CCn2cccc21,2.9%,-2.9%,5.1%,2.8%,-1.4%,-2.7%,-1.0%,1.9%,-5.8%
Cc1ccc(C)c(N2CCN(C(=O)C(Cc3ccccc3)n3cccc3)CC2)c1 (centres undefined),0.7%,-1.8%,0.9%,-1.1%,-0.4%,-3.1%,0.0%,9.2%,-4.2%
CC1=CC=CC2=NC(=O)CC(C)(C(=O)N(CC(=O)NC3CCCC3)c3ccc(F)cc3)N12 (centres undefined),.,-10.9%,4.5%,0.8%,-2.6%,1.0%,-0.1%,8.1%,1.7%
COc1ccc(S(=O)(=O)NC(N)=NCCc2ccccc2)cc1,0.8%,-6.2%,4.0%,-0.6%,1.2%,3.0%,0.2%,7.2%,0.0%
COCCn1nnnc1SCC(=O)Nc1ccc2c(c1)OCO2,0.8%,-5.5%,-0.2%,3.8%,2.0%,0.7%,-0.5%,14.7%,-13.2%
COC(=O)CN(c1ccccc1OC)S(=O)(=O)c1ccccc1,-2.3%,-7.2%,1.4%,0.1%,0.9%,10.9%,0.2%,2.8%,-4.8%
O=[N+]([O-])c1cc(/C=N/O)ccc1Oc1ccccc1Cl,2.0%,-7.7%,5.8%,11.4%,-12.2%,25.4%,-0.5%,6.8%,3.6%
CC1Cc2ccccc2N1C(=O)CSc1ncccc1C(=O)O (centres undefined),2.1%,-2.5%,0.2%,1.1%,.,10.3%,0.8%,.,-5.5%
CCOC(=O)c1cccc(NC(=O)c2ccc(NC(=O)c3ccco3)cc2)c1,.,-3.3%,10.1%,2.6%,-6.0%,3.2%,-0.1%,7.6%,2.0%
COc1cc(C(Nc2ccc(S(=O)(=O)N3CCC(C)CC3)cc2)C(=O)NCC2CCCO2)cc(OC)c1OC (centres undefined),1.5%,-0.3%,8.1%,15.1%,9.1%,0.9%,0.4%,-0.5%,-1.9%
CC(C)c1cccc(C(C)C)c1OC(=O)NC(=O)c1c(F)cccc1F,.,-4.8%,7.1%,15.7%,-3.0%,-1.6%,-0.5%,2.7%,-3.2%
CCSc1ncc(CO)c(N)n1,.,-2.5%,-2.8%,-0.6%,-11.3%,25.1%,-0.6%,1.5%,-16.3%
COc1ccc(CCNC2CC(C)N(C)CC2C)cc1OC (centres undefined),0.9%,-5.8%,-6.3%,-1.4%,-0.1%,-6.3%,1.3%,-3.1%,-4.8%
COc1ccccc1C(=O)N/N=C/c1ccc(Cl)s1,-4.3%,-4.1%,6.7%,5.8%,-15.0%,-11.5%,-1.0%,13.2%,-0.4%
O=S(=O)(c1ccccc1)c1nnn2c1nc(NC1CCN(Cc3ccccc3)CC1)c1ccccc12,.,-7.0%,6.0%,0.7%,9.1%,-10.7%,1.1%,4.7%,-0.9%
CN(C)CCNC(=O)NC(=O)c1ccc(Cl)cc1,-0.1%,0.0%,7.5%,-0.9%,-6.2%,8.9%,0.8%,5.0%,-6.5%
COc1cc(CCC(=O)OCC(=O)Nc2ccccc2F)cc(OC)c1OC,.,-13.6%,5.4%,0.8%,-0.4%,-13.6%,0.0%,0.6%,3.3%
Cc1nnc(SCC(=O)Nc2sc3c(c2C#N)CCCC3)[nH]c1=O,.,5.2%,11.7%,0.8%,-8.2%,0.8%,0.1%,3.8%,21.0%
COc1cccc(NC(=O)NNS(=O)(=O)c2ccc(OC)cc2OC)c1,.,-14.0%,3.5%,-0.1%,3.0%,-2.6%,0.2%,12.5%,0.7%

# Record cards, as listed above. Screens in order: CSM14.1 death rescue	LYP phosphatase	MgcRacGAP inhibition	RSV CPE inhibition	Salmonella PhoP GFP	GPR35 antagonists	West Nile virus CPE	SV40 large T antigen	NS5 inhibitors
# Entry for CCCC1=[N+](CC(=O)c2ccccc2)CCn2cccc21 = 2.9%	-2.9%	5.1%	2.8%	-1.4%	-2.7%	-1.0%	1.9%	-5.8%
# Entry for COc1ccc(CCNC2CC(C)N(C)CC2C)cc1OC (centres undefined) = 0.9%	-5.8%	-6.3%	-1.4%	-0.1%	-6.3%	1.3%	-3.1%	-4.8%
# Entry for COc1cc(C(=O)NCCc2cn3ccc(C)cc3n2)cc(OC)c1OC = -0.7%	-8.1%	-1.3%	-0.4%	0.6%	-19.7%	-0.3%	0.8%	-6.9%

# (more compounds)
SMILES,CSM14.1 death rescue,LYP phosphatase,MgcRacGAP inhibition,RSV CPE inhibition,Salmonella PhoP GFP,GPR35 antagonists,West Nile virus CPE,SV40 large T antigen,NS5 inhibitors
O=C(Nc1ccc(Oc2ccc3ccccc3c2)cc1)c1ccco1,0.3%,4.6%,1.8%,19.5%,-1.0%,-4.4%,0.9%,-1.3%,-13.8%
COc1ccc(C2C3C(=O)N(N(C)c4ncc(C(F)(F)F)cc4Cl)C(=O)C3ON2C)cc1 (centres undefined),-11.7%,-2.6%,0.2%,1.8%,6.9%,8.6%,0.5%,22.4%,0.7%
COC(=O)c1cc(NS(=O)(=O)c2ccc(C)c3ccccc23)ccc1N1CCOCC1,.,-6.3%,-0.9%,.,-3.1%,-2.0%,-0.5%,5.7%,1.5%
COc1ccc(Cl)cc1-c1nc(-c2ccncc2)no1,-1.9%,-6.2%,3.9%,1.8%,-2.9%,-5.0%,0.9%,1.4%,-1.4%
Cc1c(C)c2ccc(OC(C)C(=O)N[C@@H](Cc3c[nH]c4ccccc34)C(=O)O)c(C)c2oc1=O (some centres undefined),.,0.4%,3.2%,2.0%,11.2%,-11.1%,0.2%,10.2%,2.9%
Cc1cc(NC(=O)c2ccccc2)sc1C,-5.3%,-5.6%,15.8%,0.3%,6.9%,-4.8%,0.2%,4.4%,-0.8%
CCOc1ccc(S(=O)(=O)NCCC(=O)NCC(c2ccc(F)cc2)N2CCOCC2)cc1 (centres undefined),.,.,2.3%,-1.1%,5.5%,.,.,25.5%,0.7%
COc1ccccc1N1CCN(S(=O)(=O)c2ccccc2)CC1,.,-1.4%,8.9%,-1.7%,-5.8%,-3.5%,0.6%,1.5%,-1.4%
COC(=O)NNC(=O)C1CCC(C)CC1 (centres undefined),-1.9%,-1.1%,4.3%,2.1%,8.4%,-10.1%,0.1%,17.1%,1.8%
O=C1OCCC/C1=C\c1ccc2c(c1)OCO2,.,7.6%,5.8%,-0.4%,1.4%,0.0%,1.4%,6.7%,-5.2%
COc1ccc(Br)cc1/C=C/C(=O)Nc1ccc2ccccc2c1,-2.8%,-2.2%,6.5%,41.0%,3.2%,-20.9%,-0.8%,3.9%,-5.2%
Cc1nc(NC(=O)c2cccc(Cl)c2)sc1C(=O)N1CCCCC1,-1.6%,-2.3%,7.2%,6.4%,-0.1%,-3.1%,0.3%,1.9%,-1.6%
O=C(Nc1cc(S(=O)(=O)N2CCCCC2)ccc1Cl)C1=NN(c2ccccc2)C(=O)CC1,.,-6.7%,4.0%,4.6%,1.2%,0.6%,1.6%,-2.9%,-6.9%
CCOC(=O)C1CCN(c2cc3c(cc2NC(=O)c2ccccc2OCC)n(C)c(=O)n3C)CC1,.,-3.8%,0.8%,-1.4%,4.6%,-1.6%,1.5%,.,-5.3%
O=C(/C=C/c1ccc([N+](=O)[O-])cc1)OCC(=O)N1c2ccccc2Sc2ccccc21,-3.0%,4.8%,-6.6%,1.6%,3.7%,-9.6%,-0.3%,-1.1%,-7.9%
CS(=O)(=O)N(CC(=O)NCc1cccnc1)Cc1ccc(Cl)cc1,-0.8%,-10.8%,2.5%,0.4%,6.8%,-9.6%,0.0%,1.0%,-0.7%
CCN(CC)CC(=O)c1c[nH]c2ccc(OC)cc12,-1.8%,-8.3%,-4.4%,1.4%,-2.8%,-2.2%,0.4%,-4.6%,-7.2%
CC(C)(C)n1nnnc1CN1CCN2CCCC2C1 (centres undefined),-0.6%,2.1%,5.9%,-0.2%,2.8%,-2.3%,0.2%,0.7%,-8.9%
COc1cccc(/C=C2/SC(=S)N(CC(=O)Nc3nnc(C)s3)C2=O)c1,-1.8%,-3.2%,10.2%,.,3.6%,-6.3%,-0.1%,-5.4%,-1.4%
COc1ccc(N2C(=O)CCC(C(=O)O)C2c2ccc(OC)c(OC)c2)cc1 (centres undefined),-0.3%,-3.8%,-1.6%,-2.0%,-12.0%,6.4%,0.3%,1.6%,-6.9%
COC/C=C/C1=CC2=CC(=O)C(C)(OC(=O)C3CCCC3)C(=O)C2=CO1 (centres undefined),.,1.5%,25.1%,2.0%,-4.0%,27.3%,0.0%,37.9%,90.2µM*
Oc1cccc(Nc2ncnc3c2oc2ccccc23)c1,.,-1.5%,6.3%,2.0%,3.2%,9.7%,-0.1%,7.2%,0.7%
COc1cc(C(=O)Nc2ccccc2N2CCOCC2)ccc1OCC(=O)N1CCOCC1,.,.,0.4%,0.5%,-0.2%,.,.,22.3%,-5.8%
Cc1ccc(N=C(N(C)C)P(=O)(N(C)C)N(C)C)c(C)c1,-2.0%,-4.6%,4.2%,-0.8%,0.6%,4.7%,-0.8%,7.1%,-10.2%
COc1ccc(NC(=O)C2CC(=O)OC23CCOC(C)(C)C3)cc1 (centres undefined),-1.3%,-3.7%,8.4%,1.1%,7.8%,14.7%,-0.5%,.,-8.0%
C/C(=N/NC(=O)c1ccc2c(c1)OCCO2)c1ccc([N+](=O)[O-])cc1,.,-2.3%,12.4%,.,-9.0%,1.0%,-0.7%,14.1%,6.2%
Cc1ccc(NS(=O)(=O)N(C)C)cc1,-0.1%,-1.0%,11.8%,1.1%,-7.1%,-4.7%,0.3%,6.9%,3.5%
COc1ccccc1/C=C/C(=O)NCc1ccccn1,1.3%,-2.8%,12.9%,0.8%,-14.1%,-17.1%,-0.6%,8.8%,0.9%
